MLL CXXC-DNA inh: qHTS Fluorescence Polarization Assay for Inhibitors of MLL CXXC domain - DNA interaction | Histone-lysine N-methyltransferase 2A (Homo sapiens), Q03164 | MLL-CXXC / FITC-HOXA9 DNA fluorescence polarization | Potency, µM (highest dose often 115 µM), without a hit: top-dose activity change, negative = inhibition, most hits filed as inhibitors | hit rate 0.037% among 290,000 | AID 2662, 2010; active = well fitted inhibition curve with a large enough effect in the polarisation, with a control signal flat, not every such curve was filed as active; inconclusive = small, poorly fitted or top-dose-only effect, or effect the other way, or a change in a side signal; inactive = no such curve, though single readings can be large or run the other way; the % refers to the polarisation; also: potency is read from the fitted curve at half-maximal effect
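Purified MLL-CXXC (added from a 7 uM solution) was preincubated 5 min at ambient with pinned compounds in 50 mM Tris-HCl pH 7.5, 50 mM NaCl, 1 mM DTT, 0.05% BSA. Fluorescein-labeled HOX-A9 DNA (50 nM solution) followed, 30 min, then polarization read.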
Coupling enz: qHTS Assay for Inhibitors of Fructose-1,6-bisphosphate Aldolase from Giardia Lamblia: Coupling assay counterscreen; hit rate 0.67% among 290,000; AID 2472, 2010; activity change, negative = inhibition, % at 58.2 µM, hits read low; coupling enzyme system counterscreen, AmpLite Red fluorescence; in the data active = activity change below about -30%; also: % is scaled to controls: 0 for no effect and ±100 for the full control effect
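First, compound is pin-transferred into glyceraldehyde-3-phosphate coupling-enzyme reagent at 57.5 uM final and held 10 min at RT. Next, substrate, coupling system and AmpLite Red are added. After 20 min RT, fluorescence (525/598 nm) is read.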
hERG WT inh: qHTS for Inhibitors of KCHN2 3.1: Wildtype qHTS. U2OS, BacMam KCNH2, thallium flux FluxOr; active compounds read low. activity change, % at 1.84 µM. AID 720551, 2013. hit rate 0.37% among 340,000;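 active = maximum activity change below -70%; inconclusive = maximum activity change between -70% and -50%; inactive = maximum activity change above -50%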; also: % is scaled to controls: 0 for no effect and ±100 for the full control effect
Target sequence (Q12809 whole entry, looked up): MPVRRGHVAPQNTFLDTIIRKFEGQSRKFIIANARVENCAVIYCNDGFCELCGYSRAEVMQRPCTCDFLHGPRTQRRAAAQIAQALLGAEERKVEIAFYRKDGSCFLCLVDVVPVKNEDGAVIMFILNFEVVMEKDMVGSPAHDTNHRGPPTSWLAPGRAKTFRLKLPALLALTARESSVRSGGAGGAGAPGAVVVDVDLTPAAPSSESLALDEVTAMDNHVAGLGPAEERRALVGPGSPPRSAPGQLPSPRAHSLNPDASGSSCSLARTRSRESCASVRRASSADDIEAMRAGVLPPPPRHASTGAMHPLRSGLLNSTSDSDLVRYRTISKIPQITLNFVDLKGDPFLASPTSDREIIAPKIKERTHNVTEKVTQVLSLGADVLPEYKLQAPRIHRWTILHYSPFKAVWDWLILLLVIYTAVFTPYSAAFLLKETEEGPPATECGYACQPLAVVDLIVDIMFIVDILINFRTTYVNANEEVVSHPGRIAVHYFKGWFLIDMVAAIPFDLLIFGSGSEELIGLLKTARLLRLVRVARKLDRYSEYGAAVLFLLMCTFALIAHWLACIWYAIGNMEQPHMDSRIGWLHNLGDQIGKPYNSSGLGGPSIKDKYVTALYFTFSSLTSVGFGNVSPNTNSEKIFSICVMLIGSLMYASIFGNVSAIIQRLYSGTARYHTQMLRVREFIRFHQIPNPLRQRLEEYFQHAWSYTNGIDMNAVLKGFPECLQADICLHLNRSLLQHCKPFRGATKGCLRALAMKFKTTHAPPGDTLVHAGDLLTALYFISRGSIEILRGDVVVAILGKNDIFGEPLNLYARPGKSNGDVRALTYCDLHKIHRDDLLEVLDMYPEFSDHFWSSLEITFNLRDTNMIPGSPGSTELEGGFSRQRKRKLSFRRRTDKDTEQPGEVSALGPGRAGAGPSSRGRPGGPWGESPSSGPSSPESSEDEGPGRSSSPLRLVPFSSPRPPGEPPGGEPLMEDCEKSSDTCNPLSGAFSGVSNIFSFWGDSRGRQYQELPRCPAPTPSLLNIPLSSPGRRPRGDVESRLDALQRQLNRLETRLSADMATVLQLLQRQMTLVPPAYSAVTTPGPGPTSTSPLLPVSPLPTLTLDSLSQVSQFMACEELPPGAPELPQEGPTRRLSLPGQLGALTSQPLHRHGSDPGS
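U2OS cells transduced with wild-type KCNH2 virus are loaded with FluxOr dye for 45 min, and thallium flux is measured in kinetic reads before and after stimulation buffer. Rate constants are normalized to DMSO controls.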
TRPV1 agonist: HTS Assay for Compounds that Act as Agonists of the Vanilloid Receptor 1. Transient receptor potential cation channel subfamily V member 1 (Homo sapiens), Q8NER1. hit rate 0.19% among 320,000. activation, % at 8.33 µM. AID 540275, 2011. TRPV1-expressing cells, Fluo-8 calcium influx, agonist mode; in the data active = activation above about 80%; inconclusive = between about 30% and that limit; also: 0% is about no effect
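Fluo-8 calcium influx in TRPV1-expressing cells, kinetic read (ex 480/em 520 nm). Compound added and read 3 min for agonist activity, followed by capsaicin at EC20 final and 2 min further read for enhancement.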
a7 integrin act: qHTS for Activators of Integrin-Mediated Alleviation for Muscular Dystrophy | alpha7betagal myoblasts, beta-gal FDG fluorescence, 48 h | Potency, µM (series often up to 38.3 µM), for the others: at the top dose activation, actives largely listed as activators | AID 624291, 2012 | hit rate 0.064% among 350,000;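 also: potency is read from the fitted curve at half-maximal effect; 100% = response of the positive control SU9516; nearly all actives have a fitted effect of over 60% in size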
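Alpha7betagal+/- myoblasts (passage 13) were plated 16-24 hr, then exposed to compounds (1:260 dilution of DMSO stock) for 48 hours at 37C. After MPER lysis, β-galactosidase reporter activity was read as FDG fluorescence (ex 480/em 540) after 30 minutes.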
MBNL1-CUG inh: qHTS Assay for Inhibitors of MBNL1-poly(CUG) RNA binding. Muscleblind-like protein 1 (Homo sapiens), Q9NR56. TR-FRET MBNL1-His/biotin-(CUG)12 binding, 665/545 ratio. Potency, µM (highest dose often 57.5 µM), inactives show at the top dose activity change, negative = inhibition, actives largely listed as inhibitors. hit rate 0.036% among 280,000. AID 2675, 2010; active = well fitted inhibition curve with a large enough effect in the signal ratio, with a control signal flat, not every such curve was filed as active; inconclusive = small, poorly fitted or top-dose-only effect, or effect the other way, or a change in a side signal; inactive = no such curve, though single readings can be large or run the other way; the % refers to the signal ratio; also: potency is read from the fitted curve at half-maximal effect; % is scaled to controls: 0 for no effect and ±100 for the full control effect
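TR-FRET between His-tagged MBNL1 and biotin-(CUG)12 RNA, detected with Tb anti-His antibody (0.055 ng/ul) and streptavidin-XL665 (5 nM), 60 min at room temperature. Compounds titrated 92 nM to 58 uM; 665/545 nm ratio normalized to buffer and complex controls.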
KCNH2 3.1 inh: qHTS for Inhibitors of KCHN2 3.1: Mutant qHTS | activity change, % (tested at about 1.8 µM) | U2OS KCNH2 3.1, thallium flux FluxOr; active compounds read low | hit rate 0.95% among 340,000 | Potassium voltage-gated channel subfamily H member 2, brain isoform KCNH2 3.1 (human);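 active = maximum activity change below -70%; inconclusive = maximum activity change from -70% to -50%; inactive = maximum activity change above -50%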;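 also: thallium influx rate constant from kinetic fluorescence after stimulation buffer; % is scaled to controls: 0 for no effect and ±100 for the full control effect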
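Virally transduced U2OS (3.1 isoform, 4 h infection in dark at RT) → overnight 37 C → FluxOr + Red40 in HBSS/HEPES, 45 min → stimulation buffer, 2 min kinetic read → rate constant vs DMSO controls.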
ASM inhibitor: Inhibitors of Secretory Acid Sphingomyelinase (S-ASM): qHTS; Sphingomyelin phosphodiesterase (Homo sapiens), P17405; placental ASM, HMU-PC fluorogenic substrate, 60 min; Potency, µM (top dose mostly 57.5 µM), without a hit: top-dose activity change, negative = inhibition, most hits filed as inhibitors; hit rate 0.006% among 340,000; AID 504937, 2011; also: potency is read from the fitted curve at half-maximal effect
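Steps: dispense placental human ASM, pin compound, wait 10 min at room temperature, add HMU-PC0 substrate at 9 uM final, incubate 60 min at 37 °C, add stop solution raising pH to 10, read fluorescence.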
GALK inh: qHTS Assay for Inhibitors of Human Galactokinase (GALK); P51570; Potency, µM (doses to about 57.5 µM), for inactives: at the highest dose activity change, negative = inhibition, most hits filed as inhibitors; Purified GALK, Kinase-Glo residual ATP luminescence; AID 1868, 2009; hit rate 0.007% among 270,000; also: potency is read from the fitted curve at half-maximal effect; % is scaled to controls: 0 for no effect and ±100 for the full control effect
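Human GALK (5 nM) with 35 uM ATP and 100 uM galactose in 20 mM HEPES pH 8.0, 5 mM MgCl2, 60 mM NaCl, 1 mM DTT, 0.01% BSA. After 1 h at room temperature, leftover ATP was read by Kinase-Glo Plus luminescence.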
AT treatment: qHTS Assay for Identifying a Potential Treatment of Ataxia-Telangiectasia. […] A-T fibroblasts, KAP-1 phosphorylation AlphaLISA; neocarzinostatin DNA damage 30 min before lysis. Potency, µM (highest dose often 57.5 µM), without a hit: at the top dose activation, hits mostly activators. hit rate 0.19% among 320,000. AID 485349, 2010; also: potency is read from the fitted curve at half-maximal effect; % of control where 0% means no effect; nearly all actives have a fitted effect of over 45% in size
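ATM-like activity read as KAP-1 phosphorylation via AlphaLISA donor/acceptor antibody pairs after lysis and 6 hr at 25C. Cells were ATM-null patient fibroblasts ([…], hTERT), dosed 60 min, then exposed to the DSB inducer NCS for 30 min.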
* hit, by the source's call; ? = inconclusive; . = no result given; [ ] = another dose, or the depositor's remark. Unless noted, calls follow the shape of the dose curve; as a rule, active = well fitted curve in the direction sought with a large enough effect; inconclusive = small, poorly fitted or top-dose-only effect, or another doubt; inactive = no such curve, though single readings can be large; an effect the other way counts as inactive or inconclusive. Outcome played no part in choosing rows (roughly 2% active in at least one column).

SMILES	MLL CXXC-DNA inh	Coupling enz	hERG WT inh	TRPV1 agonist	a7 integrin act	MBNL1-CUG inh	KCNH2 3.1 inh	ASM inhibitor	GALK inh	AT treatment
COCCN1C(=O)c2cc(C(=O)Nc3ccc(OC)c(OC)c3)ccc2C1Nc1ccc(OC)c(OC)c1 (stereo not given)	-3%	0	-6	2	?	-1%	.	-3%	1%	0%
Cc1cc(C)c2nc(SCCC#N)nc(C)c2c1	-6%	7	-26	5	12%	-6%	10	-1%	5%	6%
CC(C)c1ccc2[nH]c(O)c(N=NC(=O)c3cccc(S(=O)(=O)Nc4cccc(Cl)c4)c3)c2c1	-1%	4	-4	1	3%	-16%	10	-5%	3%	-8%
Cc1cc(Cl)cc(C)c1OCC(=O)NC1CCCCCC1	.	.	10	.	-4%	.	-13	0%	.	12%
C=CCNC(=O)C1CCN(S(=O)(=O)c2ccc(Br)cc2)CC1	-2%	0	6	1	-5%	-14%	6	0%	-1%	6%
CCN(CC)CCNC(=O)c1ccc(NC(=O)/C=C/c2ccc3ccccc3n2)cc1	-4%	.	-6	2	-48%[inhibitor]	?	13	-1%	0%	2%
Cc1ccc2c(c1)c1c3n2CCN(CC(N)=O)C3CCC1 (stereo not given)	-5%	2	-5	10	23%	7%	-18	-1%	4%	12%
O=C(O)CSc1nnc(NC(=O)c2ccc3c(c2)OCO3)s1	0%	0	-3	-3	-24%	.	7	0%	-3%	-1%
Cc1cccc2cc3ccccc3nc12	.	.	2	.	4%	.	6	118%[activator]	.	.
Cc1csc(CN(C)C(=O)c2cn(Cc3cccc4ccccc34)nn2)n1	15%	.	-5	5	-2%	7%	.	1%	4%	5%
COc1cc(NC(=O)CSc2nc(=O)n(CCN3CCOCC3)c3c2CCC3)cc(OC)c1	.	.	-7	0	2%	.	2	2%	.	-1%
CCOc1ccccc1CNCCO	-2%	2	10	3	0%	?	3	-2%	1%	.
CNC(=O)c1ccc(CN(C)CC(=O)Nc2ccccc2C(=O)NC2CC2)cc1	.	.	6	-3	12%	.	-72*	-4%	.	0%
O=c1[nH]cnc2c1ncn2[C@@H]1O[C@H](COS(=O)(=O)O)[C@@H](O)[C@H]1O	.	.	0	.	-4%	.	-6	-4%	.	-8%
COC(=O)c1cc(NC(=O)Nc2ccccc2OC)cc(C(=O)OC)c1	4%	-1	-25	1	-12%	-3%	8	-20%	0%	3%
CCOc1nc(C)cc(C)c1S(=O)(=O)c1cccc(C)c1	-9%	-2	.	2	.	2%	.	.	1%	2%
Cc1ccc(C)c(C(=O)CSc2nc(N)cc(=O)[nH]2)c1	-18%	0	-6	-3	0%	4%	-3	17%	0%	18%
CSc1ncccc1C(=O)Nc1ccc2c(c1)OCO2	.	.	-2	2	-7%	.	21	2%	.	-9%
Cc1ccc(C(=O)Nc2nc3ccccc3n3nnnc23)cc1	-5%	.	2	0	-9%[7.66 µM]	6%	14	-2%	0%	-2%
COc1ccc(CN2CN=C(Nc3nc4ccccc4s3)NC2)cc1	1%	2	-7	1	16%	-7%	-26	-1%	0%	-2%
Cc1ccccc1NS(=O)(=O)c1cc(C(=O)NCCC2=CCCCC2)ccc1C	0%	4	-13	-2	-24%	-8%	1	-8%	.	8%
COc1ccc(C(=O)N/N=C(\Cc2ncc[nH]2)c2ccccc2)cc1	8%	0	-2	4	-24%	7%	-7	-3%	1%	-1%
O=C1N(c2ccccc2C(F)(F)F)O[C@@]1(c1ccccc1)C1CCCC1	.	.	9	9	-14%	.	29	-10%	.	12%
CCOP(=O)(c1ccccc1)C1(O)CCCCC1 (stereo not given)	1%	1	-9	-3	7%	-3%	-1	2%	-2%	1%
Cc1ccc(C(=O)Nc2cccc(O)c2)cc1S(=O)(=O)N1CCCCCC1	10%	0	1	?	-17%	1%	16	-5%	0%	-3%

(next part)
SMILES	MLL CXXC-DNA inh	Coupling enz	hERG WT inh	TRPV1 agonist	a7 integrin act	MBNL1-CUG inh	KCNH2 3.1 inh	ASM inhibitor	GALK inh	AT treatment
CC1=C(C(=O)Nc2cc(C(=O)N3CCN(c4cccc(C)c4)C(C)C3)ccc2C)SCCO1 (stereo not given)	14%	1	-19	14	-14%	1%	-4	1%	2%	5%
COc1ccc(C(=S)NCS(=O)(=O)c2ccc(C)cc2)cc1	56%[activator]	3	-148*	12	-3%	?	5	-14%	1%	9%
Cc1nc2ccccc2c(=O)n1/N=C/c1ccccc1F	17%	2	6	?	18%	5%	3	-1%	-1%	7%
COc1ccc(-n2nc3c(c2NC(=O)c2ccc(Br)cc2)CS(=O)C3)cc1 (stereo not given)	-18%	2	16	5	-6%	-1%	0	-2%	1%	-11%
O=C(NCC(c1cccs1)N1CCOCC1)c1ccccc1NS(=O)(=O)c1cc([N+](=O)[O-])ccc1Cl (stereo not given)	5%	6	1	2	13%	?	4	4%	1%	-1%
CN1CCN(CC(=O)Nc2ccccc2Oc2ccccc2)CC1	-12%	2	5	1	-12%	.	44	3%	-1%	-1%
COc1ccc(/C(O)=C2/C(=O)C(=O)N(CCCN(C)C)C2c2ccc(C)o2)cc1Cl (stereo not given)	-4%	-7	.	2	.	1%	.	.	4%	-7%
CCO[C@H]1OC(C(=O)N2CCN(C)CC2)=C[C@@H](c2ccc(C(F)(F)F)cc2)[C@@H]1CCCO	-16%	2	.	23	-20%	5%	.	2%	1%	2%
O=[N+]([O-])c1ccccc1S(=O)(=O)Nc1cccc(-c2ccc3nncn3n2)c1	.	.	-2	1	19%	.	14	-4%	.	-6%
COC(=O)c1ccc(NC(=O)COc2cccc(-n3cnnn3)c2)cc1	5%	.	-8	1	26%	-5%	-14	-1%	5%	2%
CCOC(=O)Cn1c(S(=O)(=O)Cc2ccc(F)cc2)nc(-c2ccccc2)c1-c1ccccc1	1%	-2	44	-4	-4%	4%	-26	-3%	5%	-3%
CCCCNc1c(-c2ccc(OC)c(SC(C)CC)c2)nc2cc(C)ccn12 (stereo not given)	.	.	3	.	-46%[inhibitor]	.	-82*	92%[activator]	.	2%
O=C(c1cccs1)N1CCCC(c2nc3c(nnn3Cc3ccc(F)cc3)c(=O)[nH]2)C1 (stereo not given)	42%[activator]	3	-3	-2	16%	-6%	0	-3%	6%	-2%
O=C(NCCc1ccc(F)cc1)c1cccc2c1C(=O)c1ccc(N3CCC(Cc4ccccc4)CC3)cc1S2(=O)=O	.	.	-1	.	-6%	.	8	-4%	.	4%
O=C(Oc1ccc2c(-c3ccccc3)cc(=O)oc2c1)c1cccs1	-1%	-2	-9	27	5%	19%	?	-4%	0%	13%
COc1ccc(NC(=S)N2CCC(Cc3ccccc3)CC2)cc1OC	2%	-2	4	-2	-34%	-5%	7	-1%	-5%	1%
COc1ccccc1NS(=O)(=O)c1cc(NC(=O)c2cc3ccccc3oc2=O)ccc1C	5%	0	-2	1	26%	-24%	2	-5%	0%	-1%
COc1cc(C2N(c3ccccc3)CCN2c2ccccc2)cc(OC)c1OC	-3%	-36*	5	15	-9%	3%	5	-8%	-3%	20%
O=C(CSc1nncn1-c1ccccc1F)NC1CCCCC1	.	.	-3	-1	-9%	.	-118*	-4%	.	4%
O=C(COC(=O)Cc1ccccc1F)Nc1ccc(SC(F)F)cc1	-4%	-5	1	?	6%	-11%	-7	-1%	3%	.
COCCCNCCOc1ccc(C)cc1[N+](=O)[O-]	-4%	2	4	-5	18%	-4%	-22	2%	1%	12%
O=C1C2C3C=CC(C3)C2C(=O)N1c1ncc([N+](=O)[O-])s1 (stereo not given)	.	.	0	.	-12%	.	-9	-6%	.	.

Complete entries as entered above. Screens in order: MLL CXXC-DNA inh | Coupling enz | hERG WT inh | TRPV1 agonist | a7 integrin act | MBNL1-CUG inh | KCNH2 3.1 inh | ASM inhibitor | GALK inh | AT treatment
Results for O=C(Oc1ccc2c(-c3ccccc3)cc(=O)oc2c1)c1cccs1 = -1% | -2 | -9 | 27 | 5% | 19% | ? | -4% | 0% | 13%
Results for Cc1nc2ccccc2c(=O)n1/N=C/c1ccccc1F = 17% | 2 | 6 | ? | 18% | 5% | 3 | -1% | -1% | 7%

Compound activity as filed in PubChem BioAssay.
